SIAE primary – human SIAE inhibition, primary screen | Q9HAT2 | SIAE FP-Rh probe binding, fluorescence polarization | inhibition, % at 9.66 µM | actives 0.69% (n = 370,000);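 active = inhibition above a cutoff: mean of compounds within the control limits plus 3 SD of those, cut at about 17% in these data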;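 note: 0% = plate median of compound wells and 100% = probe without SIAE protein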
Rev-erbA mod – modulators of human Rev-erb alpha DNA binding | P20393 | Rev-erbα–FITC-DNA binding, fluorescence polarization, 90 min | activity, % at 10 µM | actives 0.79% (n = 370,000);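 active = activity above about 14%, limit read from the data; passing the limit was not always enough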;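 note: 0% = DMSO wells with 35 nM protein and 100% = DMSO wells with 750 nM protein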
LEDGF integ inh – blocks HIV-1 LEDGF/p75-dependent DNA integration | actives 0.64% (n = 370,000) | AID 743269 | inhibition, % at 3.7 µM | TR-FRET IN-LEDGF/p75 DNA integration, Eu/Cy5;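 active = inhibition above the screen-wide mean plus 3 SD, cut at about 13% in these data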;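 note: signal is the Cy5 over europium emission ratio at 671 and 618 nm; 0% = plate median of compound wells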
ABHD4 inh – inhibitors of mouse ABHD4 | Q8VD66 | actives 0.54% (n = 370,000) | inhibition, % at 8.92 µM | purified mABHD4, FP-Rh probe fluorescence polarization;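 active = inhibition exceeding the mean over every tested compound plus 3 SD, cut at about 30% in these data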;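 note: 0% = plate median of compound wells and 100% = S159A mutant with DMSO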
Target sequence (Q8VD66 whole entry, looked up): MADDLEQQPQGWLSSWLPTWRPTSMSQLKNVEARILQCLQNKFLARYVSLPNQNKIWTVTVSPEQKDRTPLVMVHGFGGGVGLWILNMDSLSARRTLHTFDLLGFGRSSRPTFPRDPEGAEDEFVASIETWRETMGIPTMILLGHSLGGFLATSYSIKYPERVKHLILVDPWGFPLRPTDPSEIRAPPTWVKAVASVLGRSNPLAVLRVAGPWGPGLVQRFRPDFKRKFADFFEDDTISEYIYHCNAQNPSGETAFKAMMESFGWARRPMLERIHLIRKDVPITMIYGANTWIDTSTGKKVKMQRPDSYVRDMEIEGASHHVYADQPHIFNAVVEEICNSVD
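system = mouse ABHD4 enzyme, wild type | medium = HEPES pH 7.0, NaCl, Pluronic buffer | also added = FP-Rh probe | incubation = Enzyme–compound pre-incubation 45 min, then probe 60 min, both 25 °C | technique = fluorescence polarization, excitation 525 nm, emission 598 nm, BODIPY TMR filters | controls = S159A mutant high control, sample median low control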
PRMT1 FP inh – inhibitors of human PRMT1; Q99873; recombinant PRMT1, activity-based probe fluorescence polarization; inhibition, % at 2.79 µM; actives 1.3% (n = 370,000);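 active = inhibition above about 21% made by adding two undisclosed values, limit read from the data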
PG9 binder – binds the HIV-1 gp120 antibody PG9. inhibition, % at 6.7 µM. AID 624416. TR-FRET gp120-PG9 antibody binding. actives 0.43% (n = 360,000); in the data active = inhibition above about 8.5%
TCR CD3 inh – blocks the human TCR-CD3 interaction; inhibition, % at 9.4 µM; AID 651800; actives 0.37% (n = 360,000); TAMRA-labeled TCR probe fluorescence, biochemical; in the data active = inhibition above about 19%;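 note: recombinant mutant TCR 2C K166C tagged with TAMRA read by polarization; 0% = receptor in buffer alone and 100% = receptor with positive control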
rCAG RNA binder – r(CAG) repeat RNA binding. TO-PRO-1 dye displacement fluorescence. inhibition, % at 3 µM. actives 1.3% (n = 370,000). AID 651821;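 active = inhibition above the plate cutoff, the mean of all test compounds on that plate plus 3 SD, cut at about 35% in these data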;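 note: 0% = DMSO alone and 100% = 100 µM mitoxantrone as full dye displacement; higher means more dye released from RNA so lower well fluorescence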
TDP2 inh – TDP2 (human) inhibition, absorbance primary screen; actives 0.34% (n = 370,000); inhibition, % at 12.8 µM; O95551; recombinant TDP2, T5PNP hydrolysis, p-nitrophenol absorbance 415 nm;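 active = inhibition above the mean of all tested compounds plus 3 SD, set per campaign, cut at about 25% in these data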;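 note: 0% = DMSO with enzyme and 100% = buffer with substrate but no TDP2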
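System – recombinant human TDP2 · Quantity – TDP2 enzyme at 120 nM final · Doses – single concentration, 12.8 µM nominal, with 1% DMSO · Incubation – 2 h at 37 °C · Measured by – epi absorbance of p-nitrophenol freed from T5PNP by hydrolysis · Read-out – % inhibition relative to enzyme-containing and enzyme-free wells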
HTRA1 inh – inhibitors of human serine peptidase HTRA1; recombinant HTRA1, FP-rhodamine activity-based probe, fluorescence polarization; inhibition, % at 5.96 µM; actives 0.5% (n = 340,000); in the data active = inhibition above about 36%;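 note: 0% = enzyme with DMSO and 100% = wells lacking enzyme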
Target sequence (Q92743 whole entry, looked up): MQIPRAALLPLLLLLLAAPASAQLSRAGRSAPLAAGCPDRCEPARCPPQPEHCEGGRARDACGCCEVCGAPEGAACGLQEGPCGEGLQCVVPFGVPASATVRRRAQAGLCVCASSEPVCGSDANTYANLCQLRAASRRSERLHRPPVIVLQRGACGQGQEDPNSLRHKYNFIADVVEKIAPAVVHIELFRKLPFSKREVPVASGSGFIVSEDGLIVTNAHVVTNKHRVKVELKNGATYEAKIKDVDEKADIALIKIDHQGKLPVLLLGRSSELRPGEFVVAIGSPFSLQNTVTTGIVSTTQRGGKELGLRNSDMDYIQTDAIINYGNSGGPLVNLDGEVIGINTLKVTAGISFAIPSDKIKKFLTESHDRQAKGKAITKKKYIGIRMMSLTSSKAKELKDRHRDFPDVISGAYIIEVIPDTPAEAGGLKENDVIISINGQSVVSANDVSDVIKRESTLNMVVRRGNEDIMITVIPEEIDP
Active calls of the source: *; / = not tested or not shown.

nr	SMILES	SIAE primary	Rev-erbA mod	LEDGF integ inh	ABHD4 inh	PRMT1 FP inh
1	COC(Cc1ccccc1N1CCCC1=O)OC	7	-4	1	2	-2
2	COc1ccccc1OCCSc1nc2ccccc2n1CC(=O)O	2	1	-2	-1	4
3	COc1ccc(CCNC(=O)c2ccc(CS(=O)(=O)c3ccc(C)cc3)o2)cc1OC	-1	4	0	3	-1
4	CCC(C)C(=O)Nc1ncc2c(n1)CC(c1cccs1)CC2=O (stereo unspecified)	-4	1	2	-4	2
5	CC(C)Sc1nnc(NC(=O)c2ccc3c(c2)OCO3)s1	8	5	0	-2	-2
6	Cc1cc(C(=O)NN=C/C=C/c2ccco2)n[nH]1	3	0	15*	7	39*
7	O=C(Cn1nc(-c2cccs2)ccc1=O)Nc1ccc(Br)cc1	-15	12	-4	8	3
8	Cc1ccsc1C(=O)OCC(=O)NC1CCCCC1C (stereo unspecified)	5	3	-1	3	0

nr	PG9 binder	TCR CD3 inh	rCAG RNA binder	TDP2 inh	HTRA1 inh
1	0.3	-5	-3	5	2
2	-0.7	0	3	18	5
3	-1.3	5	-2	7	-5
4	-0.9	0	-1	-4	10
5	4.3	-6	2	-3	-3
6	/	/	12	11	/
7	-1.0	-7	4	2	-24
8	-0.5	-2	1	-4	1

(listing goes on)
nr	SMILES	SIAE primary	Rev-erbA mod	LEDGF integ inh	ABHD4 inh	PRMT1 FP inh
9	Cn1c(CN2CCN(CC#N)CC2)c(C#N)c2ccccc21	2	-3	2	2	-3
10	COc1nnc(-c2ccc(C)cc2)c2ccccc12	-1	11	1	1	-1
11	CCCC(C(=O)NNC(=O)c1ccncc1)c1ccccc1 (stereo unspecified)	4	-4	1	-1	3
12	O=C(COC(=O)/C=C/c1ccc(Cl)cc1Cl)NCc1ccco1	-8	-3	-7	-5	7
13	CC1CCc2nc(NC(=O)CSc3nc4ccccc4o3)sc2C1 (stereo unspecified)	-4	-3	-1	-5	-3
14	O=C1CN(C(=O)c2ccccc2F)C(c2ccc(F)cc2)c2cc(F)ccc2N1 (stereo unspecified)	1	9	-7	-3	2
15	Cc1cccc(Nc2nnc(SCC(=O)NC(=O)Nc3ccc4c(c3)OCCO4)s2)c1	0	-1	1	4	0
16	CCOc1ccc(NS(=O)(=O)c2cc(C(=O)N3CCC3)ccc2Cl)cc1	1	-7	-2	-2	2

nr	PG9 binder	TCR CD3 inh	rCAG RNA binder	TDP2 inh	HTRA1 inh
9	1.5	0	-3	-6	-4
10	0.9	3	-4	-3	-3
11	-0.9	8	1	0	3
12	1.6	-3	-1	-4	-9
13	0.7	9	4	-5	-4
14	-0.8	-3	-4	1	-9
15	-2.0	4	4	10	0
16	0.0	3	-1	-5	2

Going on with the list.
nr	SMILES	SIAE primary	Rev-erbA mod	LEDGF integ inh	ABHD4 inh	PRMT1 FP inh
17	Cc1cc(C(=O)COc2cccnc2[N+](=O)[O-])c(C)n1-c1ccccc1F	0	-4	-3	7	0
18	CCOC(=O)N1CCC(NC(=O)c2cccc3c2C(=O)N(CCOC)C3)CC1	-2	-4	1	-3	-4
19	CCc1ccc(OCCOCC(O)CNC(C)(C)C)cc1 (stereo unspecified)	-1	-1	-7	5	4
20	Cc1cc(C)cc(NC(=S)NCc2cccnc2)c1	3	-3	1	3	-1
21	CCOC(=O)CCP(=O)(O)C(C)(O)c1ccccc1 (stereo unspecified)	0	4	1	2	-2
22	CCc1ccc(NC(=S)NCc2cccnc2)cc1	3	4	0	5	-3
23	O=C1Cc2ccccc2Sc2ccccc21	2	8	-2	1	-1
24	CN(C)CCNC(=O)c1cccc2[nH]c(-c3ccncc3)nc12	2	-5	-1	5	0

nr	PG9 binder	TCR CD3 inh	rCAG RNA binder	TDP2 inh	HTRA1 inh
17	0.8	-1	-4	7	-6
18	0.2	-6	2	-7	3
19	-0.3	-1	4	-12	3
20	-2.8	5	0	-3	0
21	-3.4	2	0	-1	3
22	-0.3	5	1	-11	6
23	-1.3	4	0	10	-17
24	0.8	3	0	13	17

The list continues.
nr	SMILES	SIAE primary	Rev-erbA mod	LEDGF integ inh	ABHD4 inh	PRMT1 FP inh
25	O=C(CCC(=O)OCC(F)(F)C(F)F)Nc1ccc(F)cc1F	0	-4	1	-1	-3
26	COc1ccc(N2CC(C(=O)N/N=C/c3cccs3)CC2=O)cc1 (stereo unspecified)	3	2	-2	-4	-1
27	O=C(CCc1ccccc1)NC(=S)Nc1ccccc1[N+](=O)[O-]	0	-1	1	-4	0
28	CSc1nnc(-c2cccs2)n1C	-3	-5	0	-2	-1
29	COc1cnc(-c2ccccn2)nc1Oc1ccc(Cl)c2ccccc12	1	-2	6	-1	-6
30	O=C(COc1ccccc1)Nc1nc(-c2cccnc2)cs1	11	0	-1	-8	7
31	Cc1ccc(-c2noc(C3CCCN(C(=O)C4CCCCC4)C3)n2)o1 (stereo unspecified)	6	-5	5	4	1
32	CC(=O)Nc1ccc(S(=O)(=O)NCC(=O)OCC(=O)c2ccc[nH]2)cc1	0	6	0	0	4

nr	PG9 binder	TCR CD3 inh	rCAG RNA binder	TDP2 inh	HTRA1 inh
25	1.7	3	1	7	-1
26	-2.3	2	-1	-6	0
27	-1.6	2	-1	-3	-9
28	-3.0	-3	-2	9	2
29	-1.2	4	-3	4	53*
30	0.2	-1	7	3	-5
31	0.7	2	-1	6	-8
32	-0.8	-5	1	2	2

The results go on:
nr	SMILES	SIAE primary	Rev-erbA mod	LEDGF integ inh	ABHD4 inh	PRMT1 FP inh
33	O=C(Nc1nccs1)c1c(O)c2cccc3c2n(c1=O)CCC3	-1	36*	8	4	5
34	O=C(Nc1cccc(-c2nc3ccccc3s2)c1)C1=COCCO1	-9	-4	-2	-22	-1
35	OC[C@@H]1CN(C2CCCC2)C[C@H](n2cnc3c(NC4CCC4)ncnc32)O1	0	-4	1	-3	3
36	O=S1(=O)N=C(c2ccccc2)c2ccccc21	7	3	8	2	-4
37	COc1ccc(C(CNC(=O)CSc2ccc(Br)cc2C)N2CCOCC2)cc1 (stereo unspecified)	0	3	1	-11	4
38	CCOC(=O)c1cnc(SC)nc1Oc1cccc(NS(=O)(=O)c2ccc(F)cc2)c1	-9	3	-1	-4	0
39	C[C@H]1CCCN1c1ccc2c(c1)OCCCN(C1CC1)S2(=O)=O	1	-3	2	4	-6
40	Cc1nn(CCCC(=O)O)c(C)c1[N+](=O)[O-]	-6	5	3	-11	6

nr	PG9 binder	TCR CD3 inh	rCAG RNA binder	TDP2 inh	HTRA1 inh
33	1.4	-4	1	7	/
34	-1.4	8	3	6	-61
35	4.0	4	-2	9	/
36	-4.1	8	0	-6	-8
37	0.2	-6	-4	-13	3
38	1.4	2	4	0	-4
39	/	/	0	-2	/
40	0.0	-9	1	-9	4

Other records
nr	SMILES	SIAE primary	Rev-erbA mod	LEDGF integ inh	ABHD4 inh	PRMT1 FP inh
41	Cc1ccc(NC(=S)Nc2cccc3cnccc23)cc1	12	6	0	17	11
42	Clc1ccc(NC2=NCCC2)cc1Cl	13	2	5	0	-2
43	O=[N+]([O-])c1ccc2c(c1N1CCCCC1)=NC1(CCCCC1)[N+]=2[O-]	1	-1	-3	7	2
44	COc1ccc(OCCSc2n[nH]c(N)n2)cc1	1	0	5	-3	0
45	Cc1cc(C)n(C(=O)COc2ccccc2[N+](=O)[O-])n1	4	2	2	2	0
46	COC(=O)CSc1nc2sc3c(c2c(=O)[nH]1)CCC3	4	5	-3	4	10
47	[O-]/C(=C(\C(=S)Nc1ccccc1F)[n+]1ccccc1)c1ccc(OC(F)F)cc1	-1	1	0	6	3
48	CCOC(=O)c1sc(N2C(=O)C(O)=C(C(=O)c3ccc(C)o3)C2c2cccc([N+](=O)[O-])c2)nc1C (stereo unspecified)	-16	1	5	-33	2

nr	PG9 binder	TCR CD3 inh	rCAG RNA binder	TDP2 inh	HTRA1 inh
41	-0.2	-2	3	8	1
42	-1.0	-1	-1	-4	-3
43	-5.5	-1	6	-3	15
44	0.9	-5	-1	-11	0
45	-1.6	-2	0	17	-1
46	0.3	-1	3	12	-1
47	-0.6	-4	4	13	-2
48	-0.5	8	55*	-9	-50

An excerpt of these results, as a markdown table.
| no. | SMILES | SIAE primary | Rev-erbA mod | LEDGF integ inh | ABHD4 inh | PRMT1 FP inh | PG9 binder | TCR CD3 inh | rCAG RNA binder | TDP2 inh | HTRA1 inh |
| --- | --- | --- | --- | --- | --- | --- | --- | --- | --- | --- | --- |
| 42 | Clc1ccc(NC2=NCCC2)cc1Cl | 13 | 2 | 5 | 0 | -2 | -1.0 | -1 | -1 | -4 | -3 |
| 43 | O=[N+]([O-])c1ccc2c(c1N1CCCCC1)=NC1(CCCCC1)[N+]=2[O-] | 1 | -1 | -3 | 7 | 2 | -5.5 | -1 | 6 | -3 | 15 |
| 44 | COc1ccc(OCCSc2n[nH]c(N)n2)cc1 | 1 | 0 | 5 | -3 | 0 | 0.9 | -5 | -1 | -11 | 0 |
| 45 | Cc1cc(C)n(C(=O)COc2ccccc2[N+](=O)[O-])n1 | 4 | 2 | 2 | 2 | 0 | -1.6 | -2 | 0 | 17 | -1 |
| 46 | COC(=O)CSc1nc2sc3c(c2c(=O)[nH]1)CCC3 | 4 | 5 | -3 | 4 | 10 | 0.3 | -1 | 3 | 12 | -1 |
| 47 | [O-]/C(=C(\C(=S)Nc1ccccc1F)[n+]1ccccc1)c1ccc(OC(F)F)cc1 | -1 | 1 | 0 | 6 | 3 | -0.6 | -4 | 4 | 13 | -2 |
| 48 | CCOC(=O)c1sc(N2C(=O)C(O)=C(C(=O)c3ccc(C)o3)C2c2cccc([N+](=O)[O-])c2)nc1C (stereo unspecified) | -16 | 1 | 5 | -33 | 2 | -0.5 | 8 | 55* | -9 | -50 |

(next part)
nr	SMILES	SIAE primary	Rev-erbA mod	LEDGF integ inh	ABHD4 inh	PRMT1 FP inh
49	c1ccc(Oc2cnc3ccccc3n2)cc1	2	6	1	1	1
50	Cc1cc(=O)oc2c(CN3CCN(CCO)CC3)c(O)ccc12	-6	0	-8	-14	6
51	Cc1cccc(NS(=O)(=O)c2cnc(Cl)c(Br)c2)n1	-6	-6	0	1	4
52	Nc1ccccc1Nc1ccncc1[N+](=O)[O-]	13	-4	-4	5	-3
53	O=C1c2oc3ccc(Cl)cc3c(=O)c2C(c2ccccn2)N1CCCN1CCOCC1 (stereo unspecified)	2	-4	-2	4	21
54	COC(=O)c1cccc(NC(=S)Nc2ccc(Cl)c(Cl)c2)c1	-6	1	-3	-1	1
55	O=S1(=O)c2ccc(Br)cc2OC[C@H](Cc2ccccc2)N1Cc1cn(Cc2ccc(C(F)(F)F)cc2)nn1	1	-4	1	2	-2
56	CCCCCCCCN1C(=O)[C@@H](CC(=O)NCCCOCCCC)C[C@@]2(C(=O)OC)C1=C[C@H](C(C)C)O[C@@H]2C1CC1	0	5	-3	-2	-2

nr	PG9 binder	TCR CD3 inh	rCAG RNA binder	TDP2 inh	HTRA1 inh
49	-0.8	-7	7	-9	2
50	1.0	0	-4	1	8
51	-0.1	0	-2	-1	2
52	-2.6	0	0	3	2
53	-2.1	-9	10	2	/
54	0.8	3	5	-3	-1
55	/	/	3	3	/
56	/	/	9	-3	/

Compound activity from PubChem BioAssay.

Only part of the results is shown (hit frequency here may not be typical).
